EBNA-1 inh – blocks EBNA-1 binding to DNA. AID 1950. EBNA-1 DNA binding, fluorescence polarization. inhibition, % at 14.8 µM. hit rate 0.34% among 300,000; in the data active means inhibition above about 28%
PAFAH2 FP inh – PAFAH2 (human) inhibition | hit rate 0.99% among 340,000 | Q99487 | inhibition, % at 3.39 µM | recombinant PAFAH2, FP-rhodamine activity probe, fluorescence polarization;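 active means inhibition above the mean over all tested compounds plus 3 SD, cut at about 30% in these data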;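 further: inhibitors block probe labeling of enzyme so polarization drops; 0% = enzyme with DMSO and 100% = wells lacking PAFAH2 protein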
PAFAH1B3 FP inh – inhibitors of human PAFAH1B3. Q15102. recombinant PAFAH1B3, FP-rhodamine probe, fluorescence polarization. inhibition, % at 3.39 µM. hit rate 0.28% among 340,000;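 active means inhibition above the screen-wide average of all tested compounds plus 3 SD, cut at about 25% in these data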;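 further: 0% = enzyme with DMSO only and 100% = wells lacking PAFAH1B3 protein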
PREPL inhibitor – inhibitors of human prolyl oligopeptidase-like enzyme PREPL; Q4J6C6; recombinant PREPL, fluorescence polarization activity-based probe; inhibition, % at 5.96 µM; hit rate 0.68% among 320,000; AID 2751; in the data active means inhibition above about 43%;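 further: 0% = enzyme with DMSO and 100% = wells lacking enzyme; many of its hits are not listed in these tables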
Target sequence (Q4J6C6 whole entry, looked up): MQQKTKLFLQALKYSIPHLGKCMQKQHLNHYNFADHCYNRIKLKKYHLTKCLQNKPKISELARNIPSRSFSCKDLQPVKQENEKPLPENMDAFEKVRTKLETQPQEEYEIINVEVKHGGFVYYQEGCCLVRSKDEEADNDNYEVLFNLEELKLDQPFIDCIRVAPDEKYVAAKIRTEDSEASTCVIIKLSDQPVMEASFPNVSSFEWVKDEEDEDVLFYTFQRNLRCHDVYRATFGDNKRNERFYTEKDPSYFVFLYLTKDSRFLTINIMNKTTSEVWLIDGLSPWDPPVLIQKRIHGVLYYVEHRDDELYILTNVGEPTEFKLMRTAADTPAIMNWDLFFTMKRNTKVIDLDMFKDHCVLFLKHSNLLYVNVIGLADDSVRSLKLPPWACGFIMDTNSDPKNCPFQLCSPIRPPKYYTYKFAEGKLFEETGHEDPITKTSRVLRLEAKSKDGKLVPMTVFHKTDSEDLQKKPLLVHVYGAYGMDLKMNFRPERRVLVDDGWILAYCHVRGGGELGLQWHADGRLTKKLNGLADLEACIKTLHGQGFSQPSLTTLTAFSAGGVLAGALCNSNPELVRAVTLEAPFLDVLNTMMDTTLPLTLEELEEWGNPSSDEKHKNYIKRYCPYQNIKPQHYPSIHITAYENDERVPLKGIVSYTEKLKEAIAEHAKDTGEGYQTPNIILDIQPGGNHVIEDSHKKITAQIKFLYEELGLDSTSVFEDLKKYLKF
GSTO1 counter – blocks human GSTO1 in RBBP9 counter-screen; P78417; recombinant GSTO1, activity-based probe fluorescence polarization; inhibition, % at 5.96 µM; hit rate 1.1% among 300,000;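 active means inhibition above the campaign mean inhibition plus 3 SD, cut at about 35% in these data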;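 further: 0% = GSTO1-1 with DMSO and 100% = wells lacking GSTO1-1 enzyme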
LYPLA2 counter – blocks human lysophospholipase 2, a PME1 counter-screen. inhibition, % at 5.9 µM. recombinant LYPLA2, FP-Rh probe fluorescence polarization. O95372. hit rate 0.38% among 320,000;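 active means inhibition above the screen-wide mean plus 3 SD, limit set per campaign, cut at about 26% in these data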;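 further: 0% = LYPLA2 with DMSO and 100% = wells lacking LYPLA2 enzyme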
ZTA counter – ZTA (EBV) inhibition in EBNA-1 counter-screen; hit rate 0.15% among 320,000; ZTA-DNA binding, fluorescence polarization; P03206; inhibition, % at 11 µM; in the data active means inhibition above about 33%
LYPLA1 inh – blocks human lysophospholipase 1, a PME1 counter-screen. recombinant LYPLA1, FP-Rh probe fluorescence polarization. inhibition, % at 5.9 µM. hit rate 0.16% among 320,000. O75608;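 active means inhibition above the mean of all tested compounds plus 3 SD, set per campaign, cut at about 14% in these data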;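 further: inhibitors block serine hydrolase probe labeling of LYPLA1 so polarization falls; 0% = enzyme with DMSO and 100% = wells lacking LYPLA1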
Target sequence (O75608 whole entry, looked up): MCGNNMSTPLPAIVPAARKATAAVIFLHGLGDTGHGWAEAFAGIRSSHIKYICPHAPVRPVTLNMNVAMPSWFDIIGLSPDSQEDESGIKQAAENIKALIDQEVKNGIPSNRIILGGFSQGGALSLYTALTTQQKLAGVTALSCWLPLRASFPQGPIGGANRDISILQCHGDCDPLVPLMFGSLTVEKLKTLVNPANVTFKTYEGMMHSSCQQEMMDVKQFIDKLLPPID
PAD4 inh – inhibitors of human PAD4; recombinant PAD4, RCA probe fluorescence polarization; Q9UM07; hit rate 0.41% among 330,000; AID 485272; inhibition, % at 6.36 µM;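 active means percent inhibition above a cutoff equal to the mean of all tested compounds plus 3 SD, cut at about 15% in these data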;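 further: 0% = PAD4 with RCA probe and DMSO and 100% = probe without PAD4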
An asterisk follows results filed as active; · = not tested or not shown. An excerpt. The share of hits here may be higher or lower than overall.

Under each structure – ZTA counter	LYPLA2 counter	PREPL inhibitor	PAFAH1B3 FP inh	GSTO1 counter	PAD4 inh	PAFAH2 FP inh	EBNA-1 inh	LYPLA1 inh
#1 CC1(C)C(=O)OC(/C=C/c2cccc([N+](=O)[O-])c2)C(C)(C)C1=O (stereo not drawn)
  -4.3	-3.8	10.5	5.7	-6.0	-4.6	7.2	-6.0	0.7
#2 COc1cc(OC)c2c(C)cc(=O)oc2c1C(CCN1CCOCC1)c1ccc(N(C)C)cc1 (stereo not drawn)
  7.3	-1.9	3.3	6.9	9.5	-2.0	6.5	0.1	-2.9
#3 O=C(CSc1nnc(NC(=O)c2ccco2)s1)Nc1ccc(F)cc1
  0.6	-0.9	10.3	3.0	-1.7	-1.2	4.7	9.8	-1.3
#4 Cc1noc(C)c1CSc1nnc(-c2ccccc2)n1Cc1ccco1
  3.5	-3.8	-9.8	-2.7	-1.9	3.7	-1.3	7.6	-0.9
#5 CCOc1cc(S(=O)(=O)N2CCC(c3nc4ccccc4s3)CC2)c(OCC)cc1S(=O)(=O)N1CCCCC1
  -6.7	-2.7	-2.6	5.3	4.4	3.1	-4.4	-7.8	-2.3
#6 Cc1ccccc1CSc1nsc(N)n1
  1.6	-5.1	-14.1	8.3	1.0	-0.7	1.1	-0.4	-2.4
#7 NC(=S)N/N=C/c1c[nH]c2ccccc12
  6.2	2.3	22.9	11.4	0.6	-0.5	6.8	10.3	3.0
#8 N#Cc1cc([N+](=O)[O-])ccc1NC(=O)COC(=O)CC1CCCC1
  -9.3	7.4	13.6	·	7.5	-3.3	·	4.4	-0.6
#9 CCOC(=O)c1c(NC(=O)COC(=O)c2ccccc2NC)sc(C(=O)N(C)C)c1C
  0.5	-3.3	39.5	-3.1	6.2	5.0	-1.2	-2.0	-4.0
#10 Cc1cc2ccccc2c(=O)n1CC(=O)N1CCN(c2cccc(Cl)c2)CC1
  8.0	-0.7	11.8	3.5	2.1	2.5	0.2	7.1	1.8

Next entries follow.
Under each structure – ZTA counter	LYPLA2 counter	PREPL inhibitor	PAFAH1B3 FP inh	GSTO1 counter	PAD4 inh	PAFAH2 FP inh	EBNA-1 inh	LYPLA1 inh
#11 O=C(Cn1c(=O)oc2ccccc21)Nc1ccccc1N1CCOCC1
  -15.2	2.1	9.2	1.1	2.5	-3.4	4.7	-1.4	-0.2
#12 O=C(Oc1cccc(C(=S)N2CCOCC2)c1)c1ccc([N+](=O)[O-])cc1
  -1.7	7.5	9.8	-8.3	7.6	2.7	7.1	-3.0	6.3
#13 CC1(N2CCOCC2)C(=O)c2ccccc2C1=O
  -12.4	-1.4	6.4	-0.8	0.8	-0.5	-3.1	0.4	-0.7
#14 Cc1cnc(C(=O)OCC(=O)c2ccccc2)cn1
  -4.1	3.3	-11.2	-2.3	3.0	2.4	8.0	-1.5	0.6
#15 Cn1cc(C(C[N+](=O)[O-])c2ccccc2)c2ccccc21 (stereo not drawn)
  5.8	2.7	7.0	8.3	5.3	-1.1	-4.1	-12.2	2.9
#16 Cc1cnc(NC(=O)c2ccc3c(c2)C(=O)N(Cc2cccnc2)C3=O)s1
  -13.1	2.8	10.9	15.1	4.7	-2.1	1.0	9.0	1.4
#17 COc1ccc(-c2nn(-c3ccccc3)cc2C(=O)N(C)C)cc1
  6.3	3.9	0.7	-1.1	8.4	4.0	1.9	8.8	1.0
#18 O=C(NCc1ccco1)c1ccccc1NC(=O)C1CC(=O)N(c2ccc(Cl)cc2)C1 (stereo not drawn)
  -8.0	-3.9	16.0	6.8	-3.6	-1.8	-1.1	-5.4	-0.6
#19 CCOC(=O)C1=C(C)N=c2s/c(=C\c3ccc(OCC(=O)O)c(OC)c3)c(=O)n2C1c1ccc(OC)cc1 (stereo not drawn)
  4.3	-1.6	5.8	2.0	-9.9	15.4*	6.2	16.5	-3.6
#20 CC(O)[C@@H](C(=O)N1CCNCC1)n1cc(CCCCN)nn1 (stereo partly drawn)
  -1.1	3.3	14.8	-6.1	3.8	-2.3	2.8	6.3	2.2

More results
Under each structure – ZTA counter	LYPLA2 counter	PREPL inhibitor	PAFAH1B3 FP inh	GSTO1 counter	PAD4 inh	PAFAH2 FP inh	EBNA-1 inh	LYPLA1 inh
#21 COc1ccc(/C=C/C(=O)c2cccc(-n3cnnn3)c2)cc1O
  -11.9	13.9	8.4	2.9	17.5	0.9	-2.8	3.2	-0.1
#22 O=C(c1cccc(N2C(=O)C3C4C=CC(C4)C3C2=O)c1)N1CCN(c2ccccc2)CC1 (stereo not drawn)
  -21.7	5.0	34.5	-2.2	6.5	0.1	-0.9	3.8	2.0
#23 CC(C)C(OC(=O)c1ccco1)C(=O)NCc1ccco1 (stereo not drawn)
  6.0	5.0	4.2	8.0	-2.1	-1.2	-3.5	-5.3	0.0
#24 COc1ccc(CNC(=O)CN2CCN(c3cccc(C)c3C)CC2)cc1
  3.1	-7.0	-28.8	6.6	9.0	2.6	3.9	-0.9	-2.7
#25 CCOC(=O)c1ccc(N2C(=O)c3n[nH]c(C)c3C2c2ccc(O)cc2)cc1 (stereo not drawn)
  -13.6	6.5	-47.3	1.4	-56.6	-3.9	-1.0	7.9	10.9
#26 C=CCOC(=O)C1=C[C@H](c2csc3ccccc23)C[C@H](OCCCCO)O1
  10.0	-6.0	37.1	5.6	8.1	0.1	-0.7	12.0	-7.1
#27 COc1ccc(C2c3sc(=O)[nH]c3SC3C(=O)N(c4ccccc4)C(=O)C32)cc1 (stereo not drawn)
  8.1	4.9	-4.2	4.9	4.8	-4.6	-1.6	3.1	3.6
#28 Cc1cccc(NC(=O)c2ccc(N3C(=O)C4C5C=CC(C6CC56)C4C3=O)cc2)c1 (stereo not drawn)
  11.4	1.8	-3.7	0.7	-1.8	-1.0	2.4	56.6*	-2.1
#29 O=C(COC(=O)Cn1cnc2ccccc21)NCCC1=CCCCC1
  3.7	0.8	2.9	0.1	10.9	-1.8	-2.0	6.7	1.9
#30 O=S(=O)(O)c1cccc2cccc(Nc3ccccc3)c12
  -8.8	0.7	-6.5	13.1	38.3*	2.3	30.7*	4.0	-3.0

Following part.
Under each structure – ZTA counter	LYPLA2 counter	PREPL inhibitor	PAFAH1B3 FP inh	GSTO1 counter	PAD4 inh	PAFAH2 FP inh	EBNA-1 inh	LYPLA1 inh
#31 COc1cc(/C=C/C(=O)Nc2cccnc2)cc(OC)c1OC
  -10.3	-2.1	6.4	-11.2	-5.4	-6.9	-16.9	-6.0	1.6
#32 CCOc1ccc(C(C(=O)NCC2CCCO2)N(Cc2cccc(OC)c2)C(=O)c2snc(C(N)=O)c2N)cc1 (stereo not drawn)
  -10.7	-3.0	-25.0	-6.1	-2.1	-1.6	1.9	-9.5	-1.4
#33 CCCn1c(S(=O)(=O)O)nc2ccccc21
  2.7	-5.4	3.1	0.0	2.0	1.9	-3.8	-1.5	-1.7
#34 Cc1ccc(S(=O)(=O)NCC(=O)OC(C)C(=O)c2ccccc2)cc1 (stereo not drawn)
  7.4	-6.1	-0.3	3.4	13.1	0.6	0.8	-4.6	-5.2
#35 FC(F)Oc1ccc(-n2cc(-c3ccccc3)[n+]3c2CCCCC3)cc1
  -10.3	-2.5	3.3	5.2	2.0	2.5	9.8	11.5	-2.1
#36 COC(=O)c1ccccc1NC(=S)NC(=O)c1ccccc1
  -15.6	-0.3	1.4	-8.3	13.5	4.4	-5.9	-2.5	-5.5
#37 CN(C)/C=N/c1c(C#N)cnn1C
  3.6	5.1	2.7	1.3	0.0	-0.6	-8.3	6.8	1.0
#38 O/N=C1/C2C3C(Br)C4C5CC(C1C53)C24 (stereo not drawn)
  6.9	4.6	-2.6	10.0	-0.2	-1.4	5.1	11.3	-2.8
#39 COc1ccc(OCc2cc(C(=O)N(Cc3nccn3C)C(C)C)no2)c2ccccc12
  0.8	-3.1	0.1	4.8	5.3	0.8	-5.6	-8.1	-1.2
#40 O=S(=O)(c1ccccc1)N1N=C(c2ccc(O)cc2)CC1c1ccco1 (stereo not drawn)
  -6.5	-1.0	1.6	9.0	-0.3	-2.7	-10.3	-4.2	4.1

More records
Under each structure – ZTA counter	LYPLA2 counter	PREPL inhibitor	PAFAH1B3 FP inh	GSTO1 counter	PAD4 inh	PAFAH2 FP inh	EBNA-1 inh	LYPLA1 inh
#41 COc1ccccc1N=C1SC(C)CN1C(=O)C1CCC1 (stereo not drawn)
  -7.5	4.8	5.8	·	-4.7	4.7	·	-3.2	-2.9
#42 CS(=O)(=O)N(CC(=O)N1CCc2ccccc2C1)Cc1ccc(Cl)cc1
  -5.0	4.9	-17.4	5.7	1.7	2.3	-2.4	9.7	-3.7
#43 Cc1ccccc1C(=O)NCCCNC(=O)c1ccco1
  -11.1	-2.3	0.8	7.3	6.0	-1.4	4.1	0.4	-0.2
#44 C#CCn1c(=NC(=O)CN2C(=O)CCC2=O)sc2cc(S(N)(=O)=O)ccc21
  -4.7	32.5*	0.1	-2.8	0.3	-0.3	1.2	9.9	-3.0
#45 CCC(Sc1nc2c(c(=O)[nH]1)CCC2)C(=O)Nc1cccc(OC)c1 (stereo not drawn)
  6.0	-6.1	0.5	5.8	-4.1	-3.5	5.5	8.7	-2.9
#46 Cc1ccc(S(=O)(=O)N2CCN(c3ncnc4ccccc34)CC2)cc1
  -5.3	0.3	-19.9	1.9	·	-0.6	-2.1	·	-5.7
#47 O=C(Cc1ccccc1[N+](=O)[O-])Nc1nccs1
  -1.0	-0.8	-1.1	0.1	3.5	0.8	4.3	-6.0	0.6
#48 Cc1occc1-c1nnc(SCC(=O)Nc2nc(-c3ccccc3)cs2)o1
  -3.2	-9.0	-5.5	-5.2	14.2	-2.1	-1.7	-4.3	-8.3
#49 CCC1=Nc2cc(C(=O)N3CCCCC3)ccc2Sc2ccc(C)cc21
  1.9	11.2	-1.9	-9.9	-3.2	1.6	11.4	4.1	1.2
#50 Cc1ccc(S(=O)(=O)c2c(C)nn(C(C)(C)C)c2OC(=O)C(C)C)cc1
  4.9	-1.8	-6.7	6.7	2.8	1.8	-2.4	-8.6	0.7

The results go on:
Under each structure – ZTA counter	LYPLA2 counter	PREPL inhibitor	PAFAH1B3 FP inh	GSTO1 counter	PAD4 inh	PAFAH2 FP inh	EBNA-1 inh	LYPLA1 inh
#51 COc1ccc(-n2nc(C(=O)NCC(=O)N3CCN(c4ccccc4F)CC3)c3ccccc3c2=O)cc1
  9.7	7.6	14.7	0.8	0.8	-3.4	1.0	10.1	-0.6
#52 CCCCn1c(SCC(=O)NCc2ccco2)nc2c(sc3ccccc32)c1=O
  -7.2	-21.1	-5.3	-8.3	-12.5	-3.1	-19.9	-8.9	-11.7
#53 Cc1nc(-c2ccccc2)nc2n[nH]c(N)c12
  5.7	6.1	8.6	2.2	-4.3	1.9	-8.8	-0.5	2.0
#54 O=C(Cc1ccc(Cl)cc1)Nc1ccc(C(=O)N2CCCCC2)cc1
  -21.3	0.8	7.5	-3.9	3.8	0.8	-0.4	-16.7	-1.6
#55 CCNC(=O)COc1ccc(C=O)cc1OC
  0.5	-0.6	3.0	7.9	1.9	2.7	3.9	7.2	-2.4
#56 CCOC(=O)C(=CNc1ccc(Oc2cccnc2)nc1)C(=O)OCC
  1.4	1.3	0.8	-0.3	5.3	-1.6	-1.8	0.3	-0.5
#57 COc1ccccc1NC(=O)C1=C(C)NC2=C(C(=O)CCC2)C1c1ccc(C)o1 (stereo not drawn)
  2.0	-2.9	8.1	-1.5	8.7	2.7	4.8	9.0	1.9

From PubChem
